Screens: PubChem, several laboratories
OX1R antag-1: antagonists of human orexin 1 receptor (OX1R); OX1R-expressing cells, FRET antagonist read-out; inhibition, % at 6.6 µM; 330,000 compounds, 1.8% hits; AID 485270, 2010; in the data active means inhibition mostly above about 38%, no sharp cut-off; inactive means mostly below about 40%;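 further: 0% = agonist challenge alone and 100% = reference antagonist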
Target sequence (O43613 whole entry, looked up): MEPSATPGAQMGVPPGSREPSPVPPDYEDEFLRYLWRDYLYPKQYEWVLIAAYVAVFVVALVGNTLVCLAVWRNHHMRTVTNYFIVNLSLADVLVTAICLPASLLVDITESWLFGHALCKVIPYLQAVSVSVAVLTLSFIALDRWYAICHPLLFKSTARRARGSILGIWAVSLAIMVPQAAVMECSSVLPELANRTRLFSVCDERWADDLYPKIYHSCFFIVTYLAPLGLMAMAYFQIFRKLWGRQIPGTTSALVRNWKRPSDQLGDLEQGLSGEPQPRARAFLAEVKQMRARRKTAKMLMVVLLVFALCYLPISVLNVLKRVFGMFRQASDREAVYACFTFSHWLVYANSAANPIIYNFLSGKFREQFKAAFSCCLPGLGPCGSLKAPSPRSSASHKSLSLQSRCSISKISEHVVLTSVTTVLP
OX1R antag-2: OX1R (HCRTR1) antagonists, primary screen, fluorescence, CHO/OX1R cells, Fluo-8 calcium, orexin A; Orexin/Hypocretin receptor type 1 (Homo sapiens), O43613; 330,000 compounds, 0.43% hits; AID 434989, 2010; inhibition, % at 5 µM; Fluo-8 calcium fluorescence;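 active means inhibition above its plate's threshold, mean inhibition of all tested compounds on the plate plus 3 SD, cut at about 37% in these data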;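 further: 0% = orexin A challenge wells and 100% = SB-334867-A antagonist wells; not every result past the cut was called active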
CHT allo act: CHT positive allosteric modulators, primary screen, cell-based, membrane potential dye, choline EC20 | CHT-expressing cells; hits give high values; LV-AA mutant CHT in HEK293 cells | B-score at 10 µM | 310,000 compounds, 0.49% hits;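 active means initial fluorescence not abnormally high and integrated response B-score, plate-corrected, over 3 SD above library mean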
Target sequence (Q9GZV3 whole entry, looked up): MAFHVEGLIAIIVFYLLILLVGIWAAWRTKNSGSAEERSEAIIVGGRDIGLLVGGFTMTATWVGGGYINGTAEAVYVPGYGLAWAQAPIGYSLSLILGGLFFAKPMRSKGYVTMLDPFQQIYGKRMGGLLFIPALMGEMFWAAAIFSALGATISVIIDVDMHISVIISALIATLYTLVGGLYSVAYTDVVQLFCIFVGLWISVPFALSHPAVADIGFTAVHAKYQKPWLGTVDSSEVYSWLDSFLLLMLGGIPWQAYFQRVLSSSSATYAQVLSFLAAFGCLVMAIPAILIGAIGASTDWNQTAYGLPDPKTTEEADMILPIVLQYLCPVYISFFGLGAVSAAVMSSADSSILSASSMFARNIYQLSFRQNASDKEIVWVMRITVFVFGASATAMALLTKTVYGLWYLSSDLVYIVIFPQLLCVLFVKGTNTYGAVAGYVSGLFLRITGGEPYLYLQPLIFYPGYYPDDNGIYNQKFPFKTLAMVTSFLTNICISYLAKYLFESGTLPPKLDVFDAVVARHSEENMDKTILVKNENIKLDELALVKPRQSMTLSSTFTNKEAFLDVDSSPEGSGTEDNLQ
An asterisk follows results filed as active; i = inactive; . = no result given; & = joins results of further samples.

SMILES	OX1R antag-1	OX1R antag-2	CHT allo act
Cc1cc2c(cc1C)N(CC(=O)N1CCCC1)C(=O)CC(c1ccccc1)=N2	12	-2	i
O=C(CN1CCC(O)(c2ccc(F)cc2)CC1)NCc1ccc(F)cc1	12	-34	i
Oc1ccc(Cl)cc1C1=NNC(c2cccs2)C1 (centres undefined)	22	-6	i
NC(=O)c1cc(N2C(=O)C=CC2=O)ccc1Cl	8	10	i
COc1ccc(CNC(=S)NCc2ccc(OC)cc2)cc1	6	-8	i
CC(C)c1cc(C(F)(F)F)n2nc(C(=O)Nc3ccc(-n4cnnn4)cc3)cc2n1	4	-19	i
O=c1[nH]cccc1-c1nc2ccccc2n1Cc1ccc(Cl)cc1	11	-22	i
Cc1cc(C)n(CCc2nc3c4ccccc4n(CC#N)c(=O)n3n2)n1	6	-4	i
Cc1c(NC(=O)C2CCCNC2=O)c(=O)n(-c2ccccc2)n1C (centres undefined)	0	-4	i
COC1(OC)C=CC(=O)C=C1NC(=O)c1ccccc1OC(C)=O	34	-15	i
Cc1ccc(C(=O)O)cc1NC(=S)NC(=O)c1ccc(-c2ccc(Cl)cc2)o1	7	-23	i
CC1CCc2sc(C(=O)N/N=C/c3ccc([N+](=O)[O-])cc3)cc2C1 (centres undefined)	11	-9	i
Cc1cccc(C2C3=C(CCCC3=O)N=C3c4ccccc4C(=O)C32)c1 (centres undefined)	24	-18	i
N#Cc1ccccc1CN1C(=O)S/C(=C/c2cccn2-c2ccc(C(=O)O)cc2)C1=O	24	-2	i
COc1ccc(-c2cc(=O)oc3cc(OCC(C)=O)ccc23)cc1	11	-6	i
CN1CCN(C(=O)c2cc([N+](=O)[O-])ccc2Cl)CC1	39	-5	i
C=CCNC(=O)c1ccccc1NC(=O)COc1ccccc1	20	-10	i
COC(=O)C1=C(N)N(c2ccccc2F)C2=C(C(=O)CC(C)(C)C2)C1c1ccc(OC)c(OC)c1 (centres undefined)	17	-17	i
O=C(c1ccncc1)N1N=C(c2ccc(Br)cc2)CC1c1ccccc1O (centres undefined)	21	-10	i
CCOc1cccc(NC(=O)C2CC(=O)NC(=Nc3ccccc3)S2)c1 (centres undefined)	9	-20	i
C/C=C/c1ccccc1OCc1ccc(C(=O)OC)o1	17	-20	i
Cn1c(-c2ccccc2)c(CCO)c2ccccc21	7	-9	i
COc1cccc(/C=C/C(=O)OCC(=O)NCC2CCCCC2)c1OC	3	1	.
c1coc(-c2nc3nc4ccccc4n3nc2-c2ccco2)c1	60	-15	i
Cc1ccc(/C(N)=N/OC(=O)c2ccc3ccccc3c2)cc1	24	-5	i

The list continues.
SMILES	OX1R antag-1	OX1R antag-2	CHT allo act
COc1ccc(N2CCN(CC(=O)NC(=O)NCc3ccccc3)CC2)cc1	-1	-8	.
COC(=O)CCc1sc(Nc2ccccc2)nc1-c1ccc(OC)cc1	4	-24	i
Cc1ccccc1CS(=O)(=O)Cc1ccc(C(=O)NCCCN2CC(C)CC(C)C2)o1 (centres undefined)	7	-21	i
CCCCNc1c(-c2cccc(-c3cc(C(C)=O)cs3)c2)nc2ccc(C)cn12	50	-13	i
CN1CCN(CC(=O)O)CC1	12	-3	i
CCn1nnc(-c2ccccc2NS(=O)(=O)c2ccc(S(=O)(=O)N(C)C3CCCCC3)cc2)n1	12	6	i
CC1CC(C)(C)N(C(=O)CSc2ccc(-c3ccc(F)cc3)nn2)c2ccccc21 (centres undefined)	9	-3	i
CC(=O)Nc1ccc(C(=O)NC2CCCC2)cc1	11	-7	i
O=C(Nc1nnc(-c2ccccc2)o1)c1cccc(S(=O)(=O)N2CCOCC2)c1	13	-23	.
O=C(Nc1ccc(N2CCN(C(=O)c3cccs3)CC2)cc1)c1ccccc1Cl	4	-30	i
S=c1[nH]nc(-c2cccs2)n1/N=C/c1c(Cl)cccc1Cl	108*	51*	i
O=C(c1cccnc1)N(Cc1ccccc1)C1(C(=O)Nc2ccccc2)CCCCC1	44	-7	i
COc1ccc(C(C(=O)OC(C)CN(C)C)c2ccccc2)cc1 (centres undefined)	18	-11	i
COc1ccccc1N(Cc1cc2ccc(C)cc2[nH]c1=O)C(C)=O	27	1	i
Cc1ccc(/C=C2/NC(=O)[C@H](C)NC2=O)cc1	16	-7	i
CN1CCN(/C(=N\S(=O)(=O)c2ccc(F)cc2)c2ccccc2)CC1	0	2	i
CCO[C@H]1OC(C(=O)NCc2nc3ccccc3[nH]2)=C[C@@H](C2CC2)[C@@H]1CCCO	21	-15	i
N#Cc1cccnc1Nc1ccc(Cl)cc1	8	-13	i
COc1cc(C2(c3ccc(O)c(OC)c3)C(=O)Nc3c(C)cc(Br)cc32)ccc1O	5	4	i
COc1ccc(C(=O)CSc2cc(C)nc(SCC(=O)c3ccc(C)cc3)n2)cc1	22	-25	i
Cc1ccc(-c2cc(C(=O)Nc3cc(C)ccc3O)no2)cc1	1	-1	i
Cn1cc(CCNC(=O)c2ccc3nc(Cc4ccccc4F)oc3c2)cn1	6	9	i
CCN1C(=O)c2cccc3c(Cl)ccc(c23)C1=O	27	-14	i
COc1ccc2nc(C)cc(Sc3nc4ccccc4s3)c2c1	-7	-32	i
COc1cc(OC)c(OC)cc1CNc1nnnn1C	14	-2	i

Next results
SMILES	OX1R antag-1	OX1R antag-2	CHT allo act
CC(=O)Nc1nc(NC(=O)C(Cl)(Cl)Cl)n(-c2ccccc2)n1	14	-3	i
COc1ccccc1C1=NNC(=NCc2ccccc2)SC1	18	-23	i
Cc1ccc(C(=O)NNC(=O)CSc2nnc3c(n2)[nH]c2ccc(C)cc23)cc1	6	-5	i
Cc1ccc(F)cc1NC(=S)NCCc1ccccc1	13	-18	i
CCn1c(COc2ccc(=O)n(-c3ccccc3)n2)nnc1SCc1ccc(OC)cc1	2	-29	i
CN(C(=O)Cn1cc(C#N)c2ccccc21)c1ccccc1	9	-4	i
Cc1ccc(NC(=O)c2ccco2)c([N+](=O)[O-])c1	32	-32	i
COc1ccc(C(=O)OCCN2CCN(C3=NS(=O)(=O)c4ccccc43)CC2)cc1OC	13	-1	i
Nc1cc(=O)[nH]c(SCc2nnc(-c3ccccc3)o2)n1	15	-12	i
CCN(CC)CCCNc1cc(C(F)(F)F)c(C#N)c2nc3ccccc3n12	16	-27	i
Cc1ccc(Nc2nc(CSc3nnc(-c4cccnc4)n3-c3ccccc3C)cs2)cc1	67*	-6	i
COc1ccc(O)c(C2=Nc3ccccc3N=C(c3ccccc3)C2)c1	5	-14	i
Cc1ccc(S(=O)(=O)/C(C#N)=C/c2c(N3CCN(C)CC3)nc3c(C)cccn3c2=O)cc1	48	-29	7.4*
O=C(c1c[nH]c2ccccc12)N1CCN(Cc2ccccc2)CC1	14	-3	i
N#CCNC(=O)C1CC(=O)N(CCc2ccc(F)cc2)C1 (centres undefined)	0	-5	i
CCOC(=O)CSc1nc2ccsc2c(=O)n1C1CCN(C(=O)OCC)CC1	-1	-4	i
CCOC(=O)N1CCN(S(=O)(=O)c2ccc(C(=O)NNc3nc4c(C)cccc4s3)cc2)CC1	-3	-8	i
CCc1ccc[n+](-c2[nH]c(=O)sc2/C=N/N=C(\[O-])CCn2c3ccccc3c3ccccc32)c1	9	-1	i
CC(C)(C)OC(=O)NC(Cc1ccccc1)C(=O)N1CCCC1C(=O)O (centres undefined)	-7	2	i
Cc1nc(NC(=O)c2ccc(Cl)cc2)nc2cc3c(cc12)OCO3	7	-4	i
CN(C(=O)CSc1ncc(C(F)(F)F)cc1Cl)c1c(N)n(Cc2ccccc2)c(=O)[nH]c1=O	89*	20	i
O=C(CSCc1ccc(Cl)cc1)NCc1ccccn1	17	-11	i
CCOC(=O)Cc1csc(NC(=O)c2cc(C)on2)n1	-10	-10	i
CN(C)CCCN(C(=O)c1ccc(C(=O)c2ccccc2)cc1)c1nc2ccc(F)cc2s1	10	-5	i
COC(=O)[C@H](CC(C)C)NC(=O)NCCCc1ccccc1	17	4	i

Grouped by structure: the compounds so far with a COOH group.
SMILES	OX1R antag-1	OX1R antag-2	CHT allo act
Cc1ccc(C(=O)O)cc1NC(=S)NC(=O)c1ccc(-c2ccc(Cl)cc2)o1	7	-23	i
N#Cc1ccccc1CN1C(=O)S/C(=C/c2cccn2-c2ccc(C(=O)O)cc2)C1=O	24	-2	i
CN1CCN(CC(=O)O)CC1	12	-3	i
CC(C)(C)OC(=O)NC(Cc1ccccc1)C(=O)N1CCCC1C(=O)O (centres undefined)	-7	2	i

Next part
SMILES	OX1R antag-1	OX1R antag-2	CHT allo act
CC(NC(=O)c1ccc(NC2=NC3CS(=O)(=O)CC3S2)cc1)c1ccccc1 (centres undefined)	6	6	i
COc1cc2ccccc2cc1C(=O)Nc1ccccc1N1CCN(S(C)(=O)=O)CC1	23	-11	i
O=C(NNC(=O)C1CCCO1)c1ccc(F)cc1 (centres undefined)	25	-10	i
O=c1oc(-c2ccco2)nc2sc3c(c12)CCCCC3	32	-14	i
COc1cc(OC)cc(C(=O)NC(=S)N2CCCCCC2)c1	3	-15	i
COC(=O)c1c(-c2ccccc2)csc1N1C(=O)Nc2ccccc2N1O	11	-24	i
COC(=O)C1=C(C)NC(=O)/C1=C\c1cc(C)n(-c2c(C)cccc2C)c1C	19	-18	i
CCC1CCCCN1CCCNC(=O)C1CCCN(c2ncnc3c2nc2n3CCCCC2)C1 (centres undefined)	14	-31	i
COCCCn1c(=O)c2sccc2n(Cc2ccc(C)cc2)c1=O	8	-26	i
Cc1cc(OCC(=O)NC2CCN(Cc3ccccc3)CC2)c2c(C)c(C)c(=O)oc2c1	20	-15	i
COc1cc(C=O)ccc1OCc1ccc(Cl)nc1	30	-16	i
O=C(Nc1ccccc1)OCCOc1ccccc1	4	-6	i
CCCCCn1c(=N)n(CC(O)COc2ccccc2OC)c2ccccc21 (centres undefined)	8&12	-35&-16	i
Cc1nnc(SCC2=C(C(=O)O)N3C(=O)C(NC(=O)c4cccc(F)c4F)C3SC2)s1 (centres undefined)	11	-5	i
O=C(NC(CO)Cc1ccc([N+](=O)[O-])cc1)C(Cl)Cl (centres undefined)	15	2	i
COc1ccc(N2CC(C(=O)N[C@@H](C)C(=O)NCc3ccccc3OC)CC2=O)cc1 (some centres undefined)	17	-22	i
O=C(COc1cccc(NC(=O)c2cccc([N+](=O)[O-])c2)c1)c1ccc(F)cc1	22	1	i
COc1cccc(NC(=O)CN(C)C(=O)c2cccc(S(=O)(=O)Nc3ccc(C)cc3)c2)c1	13	-11	.
O=C(C1CCN(S(=O)(=O)c2ccccc2)CC1)N1CCc2ccccc21	7	-22	i
CN1CCN(NC(=O)Nc2cccc(Cl)c2Cl)CC1	1	-6	i
CSCCC1NC(=O)N(CC(=O)Nc2ccc3c(c2)OCCO3)C1=O (centres undefined)	7	-8	.
CC1CCCN(C(C(=O)Nc2ccc3c(c2)OCO3)c2ccccc2)C1 (centres undefined)	14	-36	i
O=C(CN(CC1CCCO1)C(=O)CCC(=O)Nc1ccccn1)NCC1CCCO1 (centres undefined)	13	-18	i
O=C(N/N=C/C=C\c1ccccc1)c1cnccn1	53	-2	i
C=C1C(=O)O[C@H]2C[C@]3(C)C([C@@H](OC(=O)/C(C)=C/C)[C@H]12)[C@](C)(O)CC[C@H]3O (some centres undefined)	26	6	i

Given with each value named: part of the list above.
> O=C(NNC(=O)C1CCCO1)c1ccc(F)cc1 (centres undefined)
- OX1R antag-1: 25
- OX1R antag-2: -10
- CHT allo act: i
> O=c1oc(-c2ccco2)nc2sc3c(c12)CCCCC3
- OX1R antag-1: 32
- OX1R antag-2: -14
- CHT allo act: i
> COc1cc(OC)cc(C(=O)NC(=S)N2CCCCCC2)c1
- OX1R antag-1: 3
- OX1R antag-2: -15
- CHT allo act: i
> COC(=O)c1c(-c2ccccc2)csc1N1C(=O)Nc2ccccc2N1O
- OX1R antag-1: 11
- OX1R antag-2: -24
- CHT allo act: i

(cont.)
SMILES	OX1R antag-1	OX1R antag-2	CHT allo act
O=C(O)Cn1c(-c2cscn2)nc2ccccc21	9	-2	i
O=C(O)CSc1ncnc2c1oc1ccccc12	-22	-7	i
COc1cc(C)c(S(=O)(=O)N2CCOCC2)cc1C(C)C	11	-20	i
COc1ccc(CCNC(=O)COc2ncnc3ccccc23)cc1OC	7	-17	i
O=C1CN(C(=O)NCCC(=O)NC2CCCCC2)c2ccccc2N1	9	-9	i
Nc1ccccc1NC(=O)NC(=O)c1ccccc1	10	-10	i
Cc1ccc(Cn2c(CN3CCOCC3)nc3c2c(=O)n(C)c(=O)n3C)cc1	8	-21	i
CC(C)NS(=O)(=O)c1ccc(OCC(=O)NC2CCCCCC2)cc1	48	-23	i
CCOC(=O)C(CCCCCCC(NC(C)=O)(C(=O)OCC)C(=O)OCC)(NC(C)=O)C(=O)OCC	13	-13	i
CC(C)SCCCCOc1ccc2ccccc2c1	5	-10	i
O=C(CCSc1ccccc1)Nc1ccc(S(=O)(=O)Nc2ncccn2)cc1	8	-16	i
O=C(O)CC(c1ccc(F)cc1F)N1Cc2ccccc2C1=O (centres undefined)	6	-11	i
Cc1ccc(OC(C)C(=O)N=Nc2c(O)[nH]c3ccc([N+](=O)[O-])cc23)cc1 (centres undefined)	33	-3	i
CCOc1cc(C)c(S(=O)(=O)N2CCCCC2)cc1C	8	-10	i
CC(=O)c1c(C)[nH]c(C(=O)OC2CCCCC2=O)c1C (centres undefined)	-8	-8	i
